IMP-1 inh: blocks Pseudomonas aeruginosa IMP-1 metallo-beta-lactamase; purified IMP-1, nitrocefin hydrolysis, epi-absorbance fluorescence; inhibition, % at 5.6 µM; actives 0.45% (n = 290,000); AID 1556;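 active means inhibition above the mean plus 3 SD of all compounds in the same screening run, cut at about 4.5% in these data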;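 further: 0% = IMP-1 with DMSO and 100% = DMSO wells lacking enzyme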
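Assay system: purified recombinant IMP-1 beta-lactamase. Input: IMP-1 0.2 nM before substrate addition. Buffer or medium: Zinc- and detergent-supplemented HEPES buffer, pH 7.1. Schedule: 25 °C, 15 min preincubation, 25 min reaction. Signal: Epi-absorbance fluorescence, 480 nm excitation, 530 nm emission. Evaluation: percent inhibition from optical density relative to buffer-blank wells.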
VIM-2 inhibitor: inhibitors of Pseudomonas aeruginosa VIM-2 metallo-beta-lactamase | inhibition, % at 5.6 µM | purified VIM-2, nitrocefin hydrolysis, epi-absorbance fluorescence | actives 0.89% (n = 290,000);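 active means inhibition above the mean of all tested compounds plus 3 SD, cutoff set per screening run, cut at about 7.5% in these data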;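 further: red hydrolysis product quenches plate fluorescence so inhibitors raise well fluorescence; 0% = enzyme with DMSO and 100% = DMSO without enzyme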
DNA FID counter: fluorescent intercalator displacement, NS3 helicase counter-screen | DNA fluorescent intercalator displacement, fluorescence | inhibition, % at 7.9 µM | actives 0.17% (n = 290,000); in the data active means inhibition above about 37%;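 further: 0% = vehicle and 100% = reference compound; higher means more ethidium bromide displaced from hairpin DNA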
V1aR counter: counter-screen for oxytocin receptor agonists: human V1a receptor agonists; actives 0.25% (n = 320,000); P37288; activation, % at 3 µM; CHO-V1R cells, Fluo-8 calcium fluorescence, agonist mode; 0% DMSO, 100% 3 nM vasopressin;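 active means activation above the mean activation of all tested compounds plus 3 SD, per screening run, cut at about 20% in these data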;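 further: signal is peak over basal fluorescence ratio across a 100 second FLIPR read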
PHOSPHO1 inh: inhibitors of human PHOSPHO1 phosphatase; Q8TCT1; recombinant PHOSPHO1, absorbance phosphatase assay; inhibition, % at 13.3 µM; actives 1.1% (n = 290,000); AID 1565; in the data active means inhibition above about 60%
OXTR ag: activates the human oxytocin receptor | activation, % at 3 µM | P30559 | actives 0.32% (n = 320,000) | CHO-OTR cells, Fluo-8 calcium fluorescence; normalized: DMSO 0%, oxytocin 100%;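 active means activation above the mean of all tested compounds plus 3 SD, cutoff set per screening run, cut at about 20% in these data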;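 further: peak over basal fluorescence ratio from a 100 s FLIPR kinetic read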
Target sequence (P30559 whole entry, looked up): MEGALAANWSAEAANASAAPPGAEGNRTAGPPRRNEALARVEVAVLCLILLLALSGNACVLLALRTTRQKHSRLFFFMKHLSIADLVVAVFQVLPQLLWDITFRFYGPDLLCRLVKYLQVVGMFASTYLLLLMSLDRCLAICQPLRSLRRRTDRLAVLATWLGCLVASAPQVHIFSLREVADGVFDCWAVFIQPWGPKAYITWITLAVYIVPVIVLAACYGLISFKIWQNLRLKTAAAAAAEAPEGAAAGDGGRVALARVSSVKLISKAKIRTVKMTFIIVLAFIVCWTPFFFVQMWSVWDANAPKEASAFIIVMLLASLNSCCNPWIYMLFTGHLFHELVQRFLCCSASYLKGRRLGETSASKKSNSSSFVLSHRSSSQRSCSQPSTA
HCV NS3 hel inh: HCV NS3 helicase inhibition. NS3 helicase DNA unwinding, Cy5 molecular beacon fluorescence. inhibition, % at 10.9 µM. actives 0.56% (n = 290,000);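 active means inhibition above the mean of all tested compounds plus 3 SD, set per campaign, cut at about 35% in these data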;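 further: 0% = DMSO wells and 100% = thioflavine S control wells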
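Assay system: hepatitis C virus NS3 helicase domain fragment enzyme. Also added: annealed dual-labelled DNA beacon duplex, ATP-started. Timing: 1 h reaction at 25 °C, ATP-initiated. Technique: Cy5 fluorescence at 0 and 60 min, beacon hairpin quenching. Evaluation: % inhibition of unwinding. Replication: one well per compound.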
GalR3 antagonist: antagonists of human GalR3. O60755. HEK293 GalR3-CNG cAMP membrane potential fluorescence; galR3 body fused to GalR1 C-terminus. inhibition, % at 3 µM. actives 0.44% (n = 360,000);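 active means inhibition above the screen-wide average plus 3 SD, cut at about 13% in these data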;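 further: forskolin and galanin both at EC90 stimulate the cells; cAMP rise reported by CNG channel membrane potential dye signal; 0% = forskolin plus galanin with DMSO and 100% = forskolin alone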
Target sequence (O60755 1-299 limits assumed): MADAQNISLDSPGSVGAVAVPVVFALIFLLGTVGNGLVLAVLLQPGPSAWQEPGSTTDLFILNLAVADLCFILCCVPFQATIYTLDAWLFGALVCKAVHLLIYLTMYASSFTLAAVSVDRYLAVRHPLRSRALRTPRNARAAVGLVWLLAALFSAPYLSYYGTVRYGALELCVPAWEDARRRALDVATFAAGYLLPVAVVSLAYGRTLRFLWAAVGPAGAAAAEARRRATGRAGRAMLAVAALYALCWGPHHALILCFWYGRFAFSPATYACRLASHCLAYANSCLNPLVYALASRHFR
GPR7 antag: human neuropeptides B/W receptor 1 antagonism | P48145 | GPR7-expressing cells, fluorescence antagonist assay | inhibition, % at 4.4 µM | actives 1.1% (n = 290,000) | AID 1861; in the data active means inhibition above about 16%, passing the limit was not always enough;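 further: cells stimulated with the agonist NPW; 0% = agonist with vehicle and 100% = vehicle without agonist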
Target sequence (P48145 whole entry, looked up): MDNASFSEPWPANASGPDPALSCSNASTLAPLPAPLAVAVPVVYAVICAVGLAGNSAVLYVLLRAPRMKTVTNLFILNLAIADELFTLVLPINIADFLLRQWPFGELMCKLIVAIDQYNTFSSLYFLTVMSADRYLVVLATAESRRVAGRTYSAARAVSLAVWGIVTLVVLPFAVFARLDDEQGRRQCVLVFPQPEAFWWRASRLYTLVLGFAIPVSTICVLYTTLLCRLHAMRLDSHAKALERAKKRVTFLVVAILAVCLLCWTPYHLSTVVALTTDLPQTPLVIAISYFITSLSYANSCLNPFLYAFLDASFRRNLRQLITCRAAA
Active calls of the source: *; nt = not tested or not shown; & = joins results of further samples. This is a random part of the collection. Share with any hit: about 4.3%.

SMILES	IMP-1 inh	VIM-2 inhibitor	DNA FID counter	V1aR counter	PHOSPHO1 inh	OXTR ag	HCV NS3 hel inh	GalR3 antagonist	GPR7 antag
Cc1cccc(S(=O)(=O)CC(=O)Nc2nc(-c3ccccc3)cs2)c1	-2.5	-3.7	-12	2.6	14	1.9	-5	-1	-4
COCc1cc(C)n(CC(=O)Nc2ccc3c(c2)OCO3)c(=O)c1C#N	-3.6	-2.8	0	0.2	18	0.8	5	0	-6
O=C(NC(=S)NCCc1ccccc1)c1ccccc1	-2.5	0.5	-7	-1.4	34	-1.4	4	nt	-13
O=S(=O)(c1cccc(-c2nc3ccccc3s2)c1)N1CCOCC1	-1.2	-2.0	-4	-0.1	11	-1.2	-3	-3	-18
CCOc1ccc(N2CC(C(=O)Nc3ncccc3C)CC2=O)cc1 (stereo not given)	1.4	1.3	-11	0.4	-4	-0.4	1	-3	0
COc1ccc(CCNc2nc(C)nc3c2nnn3Cc2ccccc2)cc1	-2.3	-2.3	-17	0.3	nt	-1.3	-10	-6	-5
O=C(N/N=C/c1ccccc1)c1n[nH]c2c1CCCC2	-3.1	-2.8	-5	0.5	25	0.8	-11	-4	-1
CCCCc1nc2ccccc2c(=O)n1NC(=O)c1c(O)c2cccc3c2n(c1=O)CC3	nt	nt	nt	0.2	-7	-1.0	nt	-2	nt
CCC(=O)N1CCc2cc(Br)cc(S(=O)(=O)NCC3CCCN3CC)c21 (stereo not given)	-1.4	-2.3	5	0.5	-18	-1.2	-1	-3	-6
O=C(NCCCn1ccnc1)c1cc(S(=O)(=O)N2CCOCC2)c(Cl)cc1Cl	-1.6	-0.6	-1	0.9	23	-0.5	-5	-1	6
N#Cc1ccccc1NC(=O)c1ccc2c(Cl)c3c(nc2c1)CCCC3	-3.4	0.2	2	0.1	-23	-1.5	-3	-11	-8
CC(C)c1ccccc1NC(=O)COC(=O)c1c2c(nc3ccccc13)CCN(Cc1ccccc1)C2	-2.0	-3.8	-13	-1.1	1	-0.8	-24	-3	5
CC(C)(C)c1ccc(/C=C/C(=O)NC2CCS(=O)(=O)C2)cc1 (stereo not given)	-2.8	-2.1	-16	-0.6	-3	0.7	7	4	-11
O=C(/C(=C(\[O-])c1ccccc1)[n+]1ccc2ccccc2c1)c1ccc(Cl)cc1	-0.5	-1.3	-11	-0.1	9	1.6	-2	-13	9
O=C(Nc1ccccc1-c1nc2ccccc2s1)C1=COCCO1	-2.1	-1.6	-9	-1.0	-2	-0.6	3	-2	-5
CC(C)(C)OC(=O)N1CCC(c2c(C(=O)NCC3CCN(C4CCCC4)C3)cnn2-c2ccc(F)cc2)CC1 (stereo not given)	-2.0	-1.5	15	-0.4	32	-0.8	-25	-5	3
Cc1cc(-n2c(C)cc(C(=O)CN3C(=O)NC4(CCCC4)C3=O)c2C)no1	-3.0	-0.3	-9	1.1	11	-0.6	-9	4	-8
O=C(O)C1CCCCC1C(=O)NC1C2CC3CC(C2)CC1C3 (stereo not given)	1.1	1.2	-6	1.4	19	0.0	10	5	0
Cc1cccc(CS(=O)(=O)Cc2ccc(C(=O)NCCCN3CCCC3)o2)c1	-0.3	1.4	20	0.0	0	1.0	13	2	14
Cc1c(NC(=O)COC(=O)c2cc3c4ccccc4n(C)c3s2)c(=O)n(-c2ccccc2)n1C	4.8*	2.5	1	-1.5	62*	-1.5	-1	-3	-10
C[C@@H]1C(=O)O[C@@H]2[C@H](O)C34[C@H]5C[C@@H](C(C)(C)C)C36[C@H](OC(=O)[C@@H]6O)OC4(C(=O)O5)[C@@]12O (stereo not given in full)	-2.5	-2.1	0	-0.6	11	-0.3	2	0	2
CC12C=CC3(O1)C(C(=O)N(c1cccnc1)C3C(=O)NC1CCCCC1)C2C(=O)Nc1ccccc1 (stereo not given)	-3.5	-1.3	-8	0.9	6	0.5	-4	-3	-8
CSc1nc(O)c(C(c2cccc([N+](=O)[O-])c2)c2c(O)nc(SC)[nH]c2=O)c(=O)[nH]1	-4.5	-6.9	0	-0.1	41	1.5	8	-1	-11
CCOc1ccc(S(=O)(=O)NC(C)(C)C)cc1-c1nc2c(C(C)(C)C)nn(C)c2c(=O)[nH]1	-1.7	-1.5	-9	0.7	8	-1.1	-7	-1	-13
Cc1ccc2nc(N(CCN(C)C)C(=O)C3=COCCO3)sc2c1	-1.1	1.0	9	0.4	27	1.2	-8	-2	-10
COc1ccccc1CNC(=O)Cn1cccc1C(=O)c1ccccc1	0.9	0.4	-42	-1.1	60	-1.9	22	-2	14
Cc1cc(C)nc(NS(=O)(=O)c2ccc(N3C(=O)C4CCCCC4C3=O)cc2)n1 (stereo not given)	0.3	-0.3	-14	1.6	32	-0.4	-6	-8	1
CC(C)(C)NC(=O)C(=O)NNC(=O)c1cccc(Br)c1	-2.7	-3.0	-5	0.4	2	0.2	5	-6	-13
Cc1ccc(NC2CCCN(C(=O)CCc3cn[nH]c3)C2)cc1C (stereo not given)	-2.8	-2.0	-10	0.2	26	0.2	0	1	-16
O=C(COc1ccc(Br)cc1)NCCCn1ccnc1	0.8	1.3	-6	3.6	11	0.4	4	-7	0
COc1ccccc1-c1cc(-c2ccc(O)cc2)nc(N)c1C#N	0.5	4.8	-9	4.1	37	2.4	-22	-10	37*
O=C(CC1(O)C(=O)Nc2cc(Cl)cc(Cl)c21)c1ccncc1 (stereo not given)	-3.1	-5.7	3	-0.5	-1	0.0	-9	-5	-5
Cc1cc(C)c(NC(=O)c2sc3nc(C)[nH]c(=O)c3c2C)c(C)c1	-2.4	-3.0	2	0.3	32	0.5	-8	-2	-12
CCOc1ccccc1N=c1oc2cc(O)ccc2cc1C(=O)NCC1CCCO1 (stereo not given)	-2.3	-4.7	-2	2.5	3	1.2	2	-9	29*
COc1ccc(C(=O)CSc2[nH]c(=O)cc(C(F)(F)F)c2C#N)cc1	-2.6	-3.3	-20	5.0	-1	12	25	-6	-3
CCOc1ccc(-c2cn3ccccc3n2)cc1	0.5	0.1	1	-1.6	24	-1.7	5	1	3
O=c1[nH]nc(-c2ccccc2)c2ccccc12	-3.5	-1.8	-4	0.2	-8	0.5	-7	4	-1
CCOC(=O)C1=C(C)NC(C)=C(C(=O)OCC)C1C(=O)OCC(=O)N1CCC(C)CC1	0.8	2.6	-29	-0.6&-0.5	22	0.1&-1.7	10	-4&-2	3
Nc1nc(SCC(=O)N2CCCc3ccccc32)n(-c2ccccc2)n1	-3.5	0.0	-15	0.1	9	1.1	3	3	-18
O=C(Nc1nnc(-c2ccc(F)cc2)s1)c1c(F)cccc1Cl	-2.7	-2.0	-11	2.2	-16	2.4	-9	nt	-6
O=C(Nc1ccc2c(c1)Cc1ccccc1-2)c1cc2ccccc2o1	-1.9	-3.5	3	1.1	nt	1.4	8	2	-12
Cn1cnc(NCc2ccccc2)c1[N+](=O)[O-]	-0.6	0.1	-2	-2.6	8	1.6	-16	-2	14
O=C(O)c1cccc(C(=O)Nc2cccc(NC(=O)C3CCCO3)c2)c1 (stereo not given)	-1.5	-1.2	-2	0.8	-53	0.1	0	-4	1
Cn1c(=O)[nH]c(=O)c2c1nc(N1CCN(Cc3ccccc3)CC1)n2CCCc1ccccc1	-1.0	-2.2	-2	0.8	6	-1.4	-2	1	-20
COc1ccc(C)cc1S(=O)(=O)Nc1ccc(F)c(Cl)c1	-5.8	-3.6	-11	1.9	-2	0.0	-12	-5	-11
O=C(CC(CC(=O)c1ccc(Br)cc1)c1cccnc1)c1ccc(Br)cc1	-0.7	-2.2	-5	1.8	50	-0.6	0	-2	-16
O=C(CN(CC1CCCO1)C(=O)CNS(=O)(=O)c1ccccc1)NCc1ccccc1 (stereo not given)	0.6	-1.9	-13	-0.1	38	-0.3	8	-1	-7
O=S(=O)(c1cccc(-c2nnc(SCc3nc4ccccc4s3)o2)c1)N1CCOCC1	-3.6	-3.3	-27	3.0	30	0.2	-2	-3	1
O=C(CNC(=O)[C@@H]1Cc2ccccc2CN1)NCc1ccco1	-1.6	-1.4	-7	-0.2	28	1.1	-3	-2	-9
COc1ccc(Cl)cc1/C=C(\C#N)C(N)=O	-2.3	-1.9	-6	0.1	-6	0.5	3	-6	-3
COc1cccc(-n2c(COc3ccc(C)cc3)nnc2SCC(=O)O)c1	0.9	-1.4	-40	0.2	74*	0.2	9	3	-2
O=C(Nc1ccc2c(c1)OCCO2)c1cc(-c2ccccc2)nc2ccccc12	-1.8	1.7	-13	0.4	17	1.3	-12	-6	-15
O=C(CSC1=NCCN1)NC(c1ccccc1)c1ccccc1	1.1	1.3	16	-0.9	20	1.0	-10	-1	5
CCOc1ncccc1C(=O)Nc1ncc(C)s1	-1.8	-0.7	-6	-1.3	5	-2.5	13	-5	1
O=C(NCc1cccs1)c1ccc(CS(=O)(=O)c2ccc(Cl)cc2)o1	0.5	-3.2	-17	5.0	14	5.8	-11	-5	-5
COC(=O)C1CCN(Cc2nnc(-c3ccccc3)o2)CC1	0.1	-1.1	-9	1.3	46	-0.1	-5	-1	-5
Cc1ccc(NC(=O)CN(C)C(=O)c2n[nH]c(=O)c3ccccc23)cc1	-3.2	-1.9	-8	5.0	32	-0.4	14	-8	-6
O=C(O)CCCCCNC(=O)c1ccccc1	-3.5	-5.6	2	1.1	2	0.3	-7	-7	-3
COCc1cc(C)nc2sc(C(=O)Nc3ccccc3F)c(N)c12	-3.7	0.0	-18	0.3	-8	-0.1	-3	-1	-19
Cc1cccc(C(=O)NC(=S)NCc2cccnc2)c1	0.9	-2.1	-7	0.7	-16	-1.7	-24	0	-1
CC(C)CC(NC(N)=O)C(=O)NCCc1ccc(Cl)cc1 (stereo not given)	-1.8	-3.6	-7	-0.3	-13	-0.4	1	-1	-5
COc1ccc(S(=O)(=O)N2CCC(C(=O)NCc3ccncc3)CC2)cc1OC	0.5	-1.7	-4	0.3	27	0.2	2	-8	-3
COCCNc1nnnc2c1sc1nc(N3CCOCC3)c3c(c12)CCCC3	-2.1	5.7	-12	nt	12	nt	1	nt	-11

3 entries from above in another layout.
SMILES,IMP-1 inh,VIM-2 inhibitor,DNA FID counter,V1aR counter,PHOSPHO1 inh,OXTR ag,HCV NS3 hel inh,GalR3 antagonist,GPR7 antag
O=C(O)CCCCCNC(=O)c1ccccc1,-3.5,-5.6,2,1.1,2,0.3,-7,-7,-3
COCc1cc(C)nc2sc(C(=O)Nc3ccccc3F)c(N)c12,-3.7,0.0,-18,0.3,-8,-0.1,-3,-1,-19
Cc1cccc(C(=O)NC(=S)NCc2cccnc2)c1,0.9,-2.1,-7,0.7,-16,-1.7,-24,0,-1
